# PGE2 EP2 inh: human EP2 receptor antagonists, primary screen, TR-FRET cAMP, C6 glioma cells; Prostaglandin E2 receptor EP2 subtype (Homo sapiens), P43116; C6 glioma cells expressing human EP2; cells stimulated with saturating PGE2; inhibition, % at 25 µM; hit rate 0.52% among 260,000; AID 1422, 2008;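 active = percent inhibition above 40 after rounding to a whole number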;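 note: rat C6 glioma host cells with rolipram phosphodiesterase inhibitor present; the protocol text gives 20 µM as final concentration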
# PPC-1+TRAIL kill: compounds killing PPC-1 cancer cells with TRAIL present, primary screen, TRAIL potentiator project, ATPLite luminescence, uHTS. PPC-1 cells + TRAIL, ATPLite viability luminescence. cell killing (% activity), % at 4 µM. hit rate 0.41% among 220,000. AID 1443, 2008;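 active = cell killing above 50% in the first pass at 4 µM, then a duplicate retest at 5 µM averaging 50% or more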;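 note: plate controls were cells with TRAIL plus DMSO for no effect and medium-only wells lacking cells for full effect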
# NPY Y1 blocker: NPY-Y1 receptor antagonists, primary screen, cell-based | inhibition, % at 3.6 µM | HEK293-CNG Y1 cells, membrane potential fluorescence; NPY at EC95, then isoproterenol | hit rate 1% among 200,000;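 active = inhibition above the campaign mean inhibition of all tested compounds plus 3 SD, cut at about 20% in these data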;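 note: 0% = DMSO wells given NPY plus isoproterenol and 100% = isoproterenol alone without NPY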
#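 Test system – HEK293 Y1/CNG channel cell line · Also added – NPY agonist 25 nM, then isoproterenol 1 µM plus Ro 20-1724 25 µM · Compound dosing – one concentration, 3.6 µM, in 0.4% DMSO · Schedule – compound incubation 1 h at room temperature, readout 45 min post-stimulation · Technique – fluorescence, membrane potential probe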
# 14-3-3 Bad PPI: inhibitors of 14-3-3 zeta/Bad binding, primary screen, biochemical, TR-FRET, bovine 14-3-3 zeta; AID 781, 2007; hit rate 0.71% among 220,000; inhibition, % at 21.7 µM; TR-FRET 14-3-3zeta/Dy647-pBad peptide displacement, 1 h;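 active = inhibition above about 70%, limit read from the data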;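 note: 0% = full 14-3-3 plus peptide FRET controls and 100% = background without 14-3-3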
# Target sequence (P63103 whole entry, looked up): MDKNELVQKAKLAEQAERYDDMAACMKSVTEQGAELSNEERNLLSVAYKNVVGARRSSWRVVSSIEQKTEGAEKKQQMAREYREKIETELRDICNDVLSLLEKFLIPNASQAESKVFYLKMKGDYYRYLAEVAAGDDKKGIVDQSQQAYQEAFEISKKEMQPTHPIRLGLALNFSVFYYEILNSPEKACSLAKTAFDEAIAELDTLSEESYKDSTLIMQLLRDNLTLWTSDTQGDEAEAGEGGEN
# zfTRPN1 agonist: zebrafish TRPN1 channel agonists, primary screen, cell-based, HEK293, calcium fluorescence | transient receptor potential cation channel N1 (TRPN1/NompC), Danio rerio | HEK293 zebrafish TRPN1-YFP, Fluo-8 calcium fluorescence; 100% = response to 87 µM carbachol | hit rate 0.18% among 220,000 | activation, % at 3 µM | AID 1424, 2008;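 active = activation above its plate's cutoff, the mean activation of test wells on that plate plus 3 SD, cut at about 19% in these data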;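 note: 0% = DMSO alone and 100% = 87 µM carbachol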
#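 Material – zebrafish TRPN1-YFP in HEK293 cells · Doses – 3 µM single point · Schedule – dye 1 h 37 °C plus 30 min RT · Signal – Fluo-8 calcium fluorescence, excitation 470-495 nm, emission 515-575 nm · Read-out – % activation versus carbachol response · Control set – carbachol high, DMSO low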
# NPY1 pot ag: NPY-Y1 receptor potentiators or agonists, primary screen, cell-based | Neuropeptide Y receptor type 1 (Homo sapiens), P25929 | NPY-Y1 expressing cells, potentiator/agonist activation | activation, % at 3.6 µM | hit rate 0.37% among 220,000 | AID 1304, 2008; in the data active = activation above about 33%, passing the limit was not always enough;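 note: cells stimulated with NPY at EC10 then isoproterenol at EC100; 0% = low agonist plus stimulus and 100% = saturating agonist plus stimulus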
# TRPML3 ag: human TRPML3 channel agonists, primary screen, cell-based, HEK293 TRPML3-YFP, Fluo-8 calcium fluorescence, 3 µM; Mucolipin-3 (Homo sapiens), Q8TDD5; 100% = the carbachol control signal; activation, % at 3 µM; hit rate 0.29% among 220,000; AID 1448, 2008;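 active = activation above its plate's cutoff, the mean activation of the plate's test wells plus 3 SD, cut at about 12% in these data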;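 note: 0% = DMSO only wells and 100% = carbachol wells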
# Target sequence (Q8TDD5 whole entry, looked up): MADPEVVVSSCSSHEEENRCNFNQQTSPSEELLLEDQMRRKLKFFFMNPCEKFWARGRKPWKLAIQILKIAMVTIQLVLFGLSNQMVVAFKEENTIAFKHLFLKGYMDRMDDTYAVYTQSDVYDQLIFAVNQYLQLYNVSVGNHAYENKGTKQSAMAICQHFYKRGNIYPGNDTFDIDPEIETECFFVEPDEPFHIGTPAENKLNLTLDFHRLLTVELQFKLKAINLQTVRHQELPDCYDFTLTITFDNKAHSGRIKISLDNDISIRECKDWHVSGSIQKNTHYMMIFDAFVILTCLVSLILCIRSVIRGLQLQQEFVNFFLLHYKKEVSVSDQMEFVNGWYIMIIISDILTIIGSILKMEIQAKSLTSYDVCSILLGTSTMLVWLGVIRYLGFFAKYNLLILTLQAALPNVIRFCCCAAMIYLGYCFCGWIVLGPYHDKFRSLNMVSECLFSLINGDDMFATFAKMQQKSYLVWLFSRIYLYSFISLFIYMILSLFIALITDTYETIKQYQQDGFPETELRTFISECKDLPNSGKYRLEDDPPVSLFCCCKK
#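 Test system – HEK293 line with stable expression of human TRPML3-YFP channel · Control set – carbachol 87 µM final as high control (100%), DMSO as low control (0%) · Signal – Fluo-8 calcium dye fluorescence, ex 470-495, em 515-575 nm · Incubation – 1-h 37 °C dye load, 5-s basal, 120-s post-compound reads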
# EP2 modulator: EP2 receptor modulators, cAMP readout, primary screen, cell-based, HTRF cAMP, PGE2 stimulation; hit rate 0.83% among 260,000; EP2-expressing cells, cAMP HTRF FRET, PGE2 co-stimulation; induction, % at 25 µM; AID 940, 2007; Prostaglandin E2 receptor EP2 subtype (Homo sapiens), P43116;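 active = compounds whose cAMP rise, as percent of the full-agonist control response, exceeds 60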;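 note: rat C6 glioma line stably carrying human EP2 under a CMV promoter; the protocol text gives 20 µM as final concentration; 100% = response of wells given 1 µM PGE2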
# CHOP inhibitor: inhibitors of CHOP promoter induction, primary screen, cell-based, unfolded protein response, luciferase reporter | CHO-K1 CHOP-promoter luciferase, tunicamycin-induced, 15-18 h | inhibition, % at 10 µM | hit rate 3.8% among 220,000 | AID 2732, 2010;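 active = compounds that reduced the stress-induced luciferase reporter signal by more than about 70% of percent inhibition, limit read from the data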;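 note: 0% = tunicamycin plus vehicle and 100% = wells without tunicamycin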
# Starred values were filed as active, the others as inactive; · = no result given; & = joins results of further samples; [ ] = remark or other dose. This is a subset. The share of hits here may be higher or lower than overall.
SMILES,PGE2 EP2 inh,PPC-1+TRAIL kill,NPY Y1 blocker,14-3-3 Bad PPI,zfTRPN1 agonist,NPY1 pot ag,TRPML3 ag,EP2 modulator,CHOP inhibitor
CC(C)(C)SCCNC(=O)CN1C(=O)c2ccccc2S1(=O)=O,11,-1,-1,6,-0.3,5,-0.5,38,25
COc1ccc(N2CCN(CC(=O)Nc3cc4c(cc3C(C)=O)OCO4)CC2)cc1,·,·,2,·,-0.7,11,0.3,·,·
COC(=O)CSc1nnc(COc2ccc([N+](=O)[O-])cc2)n1C,4,1,5,12,-0.6,-4,0.4,-5,27
COc1ccc(C2C(C#N)=C(N)Oc3cc(C)n(Cc4ccco4)c(=O)c32)cc1 (centres undefined),10,8,-1,-3,-1.0,3,0.9,26,4
COc1ccccc1N1CCN(/N=C/c2cccc(O)c2)CC1,2,·,-2,-10,0.5,-3,-0.3,-40,-16
CCCN(CCC)c1nc(C)cc(C(C#N)c2nc3ccccc3o2)n1 (centres undefined),·,-7,1,-6,-1.5,12,-0.1,-8,27
O=C(OCC1O[C@@H](OC(=O)c2cc(O)c(O)c(O)c2)[C@@H](OC(=O)c2cc(O)c(O)c(O)c2)[C@@H](OC(=O)c2cc(O)c(O)c(O)c2)[C@@H]1OC(=O)c1cc(O)c(O)c(O)c1)c1cc(O)c(O)c(O)c1 (some centres undefined),11,-10,-1,29,1.7,15,0.2,32,40
CCn1ncc(C2=NOC(C(=O)NCC(C)C)C2)c1C (centres undefined),1,18,-1,1,0.8,18,0.6,12,22
CCC1(CC)C(=O)NC(=O)NC1=Nc1cccc(OC)c1,18,18,2,-3[fluorescence artefact?],1.9,27,0.2,-4,-3
CO/N=C(/CNC(=O)c1cccc(Cl)c1)c1ccc(Cl)cc1,·,10,5,-3,-2.1,-1,-1.2,18,14
COc1ccc(NC(=O)c2cc3c(=O)n(C)c4ccccc4c3n2C)cc1Cl,8,26,·,24,1.5,-4,0.7,-8,101*
COC(=O)CSc1nnc(-c2ccncc2)n1N,4,6,0,-13[fluorescence artefact?],0.2,12,1.0,13,6
Cc1noc(C)c1COC(=O)CCCNC(=O)c1ccc(Cl)cc1,1,2,2,-2,1.0,0,0.2,2,26
Cc1ccc(NC(=S)NCc2ccccc2)cc1S(=O)(=O)N1CCCCC1,19,24,-3,-13,7.3,11,3.0,-86,46
CCOC(=O)N1CCN(C(=O)CSc2nnc(CNC(=O)c3c(F)cccc3Cl)o2)CC1,11,10,4,-8,-0.6,7,0.7,21,-12
O=C(Nc1nc2ccccc2n1CCN1CCCCC1)c1ccc(Cl)cc1,·,-3,3,-4,-0.4,-4,0.8,40,28
CCCOc1ccc(N2C(=O)CC(N3CCN(c4nc5ccccc5s4)CC3)C2=O)cc1 (centres undefined),13,9,-2,-1,0.8,-4,0.3,-42,1
O=C(O)CCCC(=O)OCCCCc1cccs1,8,5,3,2,0.5,3,0.4,14,5
CS(=O)(=O)N(Cc1ccco1)Cc1ccccc1Cl,7,17,6,9,-0.6,13,0.5,30,27
CCOC(=O)C(NCCc1ccccc1)(NC(C)=O)C(F)(F)F (centres undefined),3,10,9,3,2.4,16,0.6,-14,1

# Next section; it opens with the three that closed the last part.
SMILES,PGE2 EP2 inh,PPC-1+TRAIL kill,NPY Y1 blocker,14-3-3 Bad PPI,zfTRPN1 agonist,NPY1 pot ag,TRPML3 ag,EP2 modulator,CHOP inhibitor
O=C(O)CCCC(=O)OCCCCc1cccs1,8,5,3,2,0.5,3,0.4,14,5
CS(=O)(=O)N(Cc1ccco1)Cc1ccccc1Cl,7,17,6,9,-0.6,13,0.5,30,27
CCOC(=O)C(NCCc1ccccc1)(NC(C)=O)C(F)(F)F (centres undefined),3,10,9,3,2.4,16,0.6,-14,1
Cc1ccc(S(=O)(=O)Oc2ccccc2/C=N/N=C(N)N)cc1,2,32,-1,-5,-1.7,-5,0.6,-38,58
CC1CC(NC(=O)c2ncn[nH]2)CC(C)(C)C1 (centres undefined),9,14,7,-2,-0.6,-8,0.7,16,45
Cc1cc(=O)n2nc(-c3ccccc3)sc2c1C#N,1,16,3,-3,0.0,-7,0.5,-2,8
C=CCn1c(SCc2cc(C(C)=O)ccc2OCC)nc2ccccc2c1=O,6,15,27*,-12,0.2,-41,0.2,35,-1
CN(C)S(=O)(=O)c1ccc(/C(O)=C2/C(=O)C(=O)N(Cc3cccnc3)C2c2ccco2)cc1 (centres undefined),12,4,2,58,1.5,-1,-0.2,9,6
CC(C(=O)N1CCCCC1)n1sc2ccccc2c1=O (centres undefined),2,21,3,0,0.4,15,-0.3,7,-24
Cc1cc(NC(=O)COc2ncnc3sc(C)c(C)c23)no1,-9,-9,1,-3,-0.2,-13,-0.1,-39,-12
O=C(C(=S)N1CCOCC1)c1c[nH]c2ccccc12,13,11,-3,9,-0.6,-5,0.4,-9,-5
Cn1c(=O)c2c(nc(N3CCN(c4ccccn4)CC3)n2Cc2ccccc2Cl)n(C)c1=O,9,12,3,-1,-1.6,4,0.5,35,37
CCCOP(=O)(c1ccc(N(C)C)cc1)C(O)c1ccccc1OC (centres undefined),1,-19,4,-6[fluorescence artefact?],0.6,15,-0.5,20,4
CN1C2C=C3C(C#N)=C(N)C(C#N)(C#N)[C@@H](c4cccc(F)c4)[C@@H]3C1CC2 (some centres undefined),17,11,1,-6[fluorescence artefact?],-0.2,-15,0.3,1,-23
Cc1ccc(OCCNC(=O)c2cc(=O)[nH]c3ccccc23)cc1,2,13,-2,-2,1.5,-2,0.1,-9,18
CC(NCc1ccccc1Cl)C(=O)Nc1ccc(S(=O)(=O)N2CCCC2)cc1 (centres undefined),11,26,4,25,-0.5,4,0.7,3,7
O=c1[nH]c(Cn2nnc(-c3ccccc3)n2)nc2scc(-c3ccccc3)c12,5,-6,13,-10[fluorescence artefact?],1.9,-15,-0.3,-13,89*
Cc1cc(C)nc(NS(=O)(=O)c2ccc(NC(=S)NC(=O)C(C)C)cc2)n1,17,9,5,-6,-0.1,-14,0.6,-40,14
O=C1/C(=C/c2ccc(F)cc2)CCC1C1CCCC1 (centres undefined),10,4,5,4[fluorescence artefact?],0.1,-2,0.6,2,52
CCCCCCNC(=O)Cc1nc2nc(C)cc(C)n2n1,11,6,9,20,0.6,-10,1.1,24,9
Cn1cccc1/C=N/NC(=O)c1cccc(OC(F)(F)C(F)F)c1,2,17,7,8,0.1,-27,-0.1,-35,-27
CC(NC(=O)C(=O)NCC1CCCO1)c1ccccc1 (centres undefined),0,3,-1,-18,0.2,-13,0.5,11,7
Cn1c(=O)n(C)c2cc(NS(C)(=O)=O)ccc21,13&11,12,-1,7,-1.1,-6,-0.1,10&-10,-6
CNCc1ccccc1OCC(=O)Nc1ccccc1OC,6,10,-1,-5,-0.3,105*,0.7,27,22
Cc1cc(Cl)cc(Br)c1OCCCN1C(=O)NC(C)(C)C1=O,5,-7,8,-4,0.5,-9,0.3,-16,29
COc1cccc(C(=O)NC(=O)Nc2cc(C)[nH]n2)c1,3,35,·,-4,2.4,76*,0.8,2,-26
Cn1c(=O)n(Cc2ccc(Cl)cc2)c2ccccc21,14,15,5,17[fluorescence artefact?],-0.7,-5,-0.2,30,25
Cc1cc(C)c(NC(=O)c2cn3c4c(c(N5CCN(C)CC5)c(F)cc4c2=O)OCC3C)c(C)c1 (centres undefined),12,9,-4,-2,-0.6,-7,1.4,-7,-14
COCC(=O)N(C)c1nnc(-c2cnccn2)s1,8,-12,-2,7,-0.2,4,-0.3,12,2
CCn1c(CC(=O)Nc2ccc(C)cc2)nnc1SCC(=O)N1CCN(c2ccccc2)CC1,9,-7,4,-22,0.0,-4,0.4,14,34
O=C1C2C3C=CC(C4CC34)C2C(=O)N1Cc1ccccc1 (centres undefined),7,6,-1,-3,0.1,4,0.3,12,-5
COc1ccc(CC(=O)n2nc(-c3ccccc3)nc2NCc2ccco2)cc1,·,12,6,78*,-0.9,-2,0.1,13,-2
O=C(c1ccco1)N1CCN(CCCCN2C(=O)c3ccccc3C2=O)CC1,6,29,-4,-9,-0.3,-3,0.2,7,60
CCOC(=O)Cc1csc(Nc2ccc(Cl)cc2)n1,12,11,-3,-11,0.4,9,0.2,-26,-16
Cc1ccc(C)c(NC(=S)NCC(c2ccccc2)N(C)C)c1 (centres undefined),7,16,-2,-8,-1.4,1,-0.6,-13,1
Cc1ccc(C)c(C(=O)CSc2n[nH]c(C(C)C)n2)c1,12,2,0,1,-1.0,6,0.2,4,9
CCOc1ccc(C(=O)CC(NCc2cccs2)C(=O)O)cc1 (centres undefined),6,4,1,-5,0.1,-19,0.4,32,37
C#CCNC(=O)C1=C[C@H](C2CCCCC2)C[C@H](OCc2ccc(CO)cc2)O1,8,21,4,-2,1.3,-8,-0.6,-3,-23
C=CCn1c(SCc2c(C)noc2C)nnc1C1COc2ccccc2O1 (centres undefined),8,7,7,-4,1.0,-7,0.9,31,36
CN=c1scc(-c2ccccc2Br)n1/N=C/c1ccc[nH]1,21,15,-3,0,-2.1,16,-0.3,-54,14
Cc1cc2nc(C3CCCN(C(=O)NCc4ccccc4)C3)[nH]c2cc1C (centres undefined),17,9,-1,76*,-1.5,2,-1.1,-3,-3
COc1ccc(S(=O)(=O)CCC(=O)Nc2c(C)n(C)n(-c3ccccc3)c2=O)cc1,17,18,2,5,-1.0,-1,0.8,15,1
CCn1c(-c2ccccc2)csc1=Nc1ccc(S(=O)(=O)O)cc1,8,20,-3,-19[fluorescence artefact?],-1.3,-4,0.8,3,19
O/N=C/c1ccc2ccccc2c1,6,18,6,-10,-0.3,2,0.3,-3,1
O=c1c2ccccc2nnn1Cc1ccccc1Cl,13,5,0,-3,-0.7,-3,0.0,6,6
